# Compound activity (PubChem BioAssay)
# SKN-1 block = blocks SKN-1 activity in C. elegans. C. elegans VP596 Pgst-4::GFP/RFP ratio, acrylamide-induced, 24 h. inhibition, % at 21.8 µM. hit rate 0.49% among 360,000. AID 624304;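 active = interference check ratio from 0.5 to 1.5 plus GFP to RFP signal ratio inhibition reaching or exceeding a fixed threshold, cut at about 30% in these data, passing the limit was not always enough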; also: some compounds called inactive have numbers as strong as hits
# CendR NRP1 mod = NRP-1/CendR interaction modulation; hit rate 0.85% among 360,000; inhibition, % at 25 µM; FAM-RPARPAR peptide binding to NRP-1, fluorescence polarization; AID 602438;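 active = inhibition or corrected inhibition above about 18%, plus a signal ratio from 0.5 to 1.5, limit read from the data, passing the limit was not always enough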; also: strong numbers were not always called active
# Target sequence (O14786 whole entry, looked up): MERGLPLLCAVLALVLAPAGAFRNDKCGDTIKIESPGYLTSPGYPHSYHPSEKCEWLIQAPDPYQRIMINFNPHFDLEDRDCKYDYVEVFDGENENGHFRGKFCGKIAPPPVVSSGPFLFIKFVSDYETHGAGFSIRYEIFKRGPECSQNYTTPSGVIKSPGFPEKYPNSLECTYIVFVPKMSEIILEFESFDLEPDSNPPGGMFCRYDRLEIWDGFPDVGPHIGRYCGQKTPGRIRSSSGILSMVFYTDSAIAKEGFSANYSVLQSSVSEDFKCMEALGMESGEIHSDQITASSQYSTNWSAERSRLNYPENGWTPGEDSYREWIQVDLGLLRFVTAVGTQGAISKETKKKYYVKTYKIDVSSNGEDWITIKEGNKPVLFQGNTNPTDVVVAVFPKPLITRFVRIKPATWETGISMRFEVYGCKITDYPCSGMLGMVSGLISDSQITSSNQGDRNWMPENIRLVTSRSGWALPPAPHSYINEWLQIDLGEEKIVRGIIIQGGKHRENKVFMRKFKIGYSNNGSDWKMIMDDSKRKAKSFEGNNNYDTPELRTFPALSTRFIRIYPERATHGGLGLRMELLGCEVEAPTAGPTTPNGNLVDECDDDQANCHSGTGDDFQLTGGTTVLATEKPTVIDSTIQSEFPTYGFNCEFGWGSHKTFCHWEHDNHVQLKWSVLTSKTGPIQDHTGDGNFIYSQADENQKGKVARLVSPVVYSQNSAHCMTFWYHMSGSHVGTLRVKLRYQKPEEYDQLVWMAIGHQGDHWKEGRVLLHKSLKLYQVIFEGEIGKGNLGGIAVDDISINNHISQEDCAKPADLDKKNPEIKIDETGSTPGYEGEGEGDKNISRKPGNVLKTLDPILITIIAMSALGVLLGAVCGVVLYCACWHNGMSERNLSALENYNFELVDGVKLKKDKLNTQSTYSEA
# Neddyl block = blocks human cullin neddylation. calls only at 25 µM. hit rate 0.58% among 360,000. P61081+Q13564. TR-FRET cullin neddylation, biochemical. AID 651699; in the data active = inhibition above about 36%
# MsrA inhibitor = inhibits bovine methionine sulfoxide reductase A; purified bovine MsrA, absorbance read-out; inhibition, % at 15.5 µM; hit rate 0.75% among 360,000; AID 651718; in the data active = inhibition above about 4.5%;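 also: 0% = vehicle wells with enzyme and 100% = reference inhibitor wells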
# MT1-MMP act inh = inhibitors of human MT1-MMP activation; AID 651647; HT1080 RFP-PRO-GFP cells, GFP/RFP ratio fluorescence, overnight; percent of plate control window, DMSO zero; hit rate 0.061% among 360,000; P50281; GFP/RFP ratio change, % at 20 µM;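 active = GFP/RFP ratio change of at least 30% with cell ATP level not reduced by more than half and red fluorescence within 50% of control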; also: strong numbers were not always called active
#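 Compound: 20 µM single dose, 1% DMSO / System: HT1080 RFP-PRO-GFP cells / Controls: DMSO and RFP-L50D-GFP cell wells / Read-out basis: GFP/RFP fluorescence ratio / Schedule: overnight compound exposure at 37 °C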
# MsrA act = activators of bovine methionine sulfoxide reductase A; purified bovine MsrA, absorbance read-out; activation, % at 10.6 µM; hit rate 0.3% among 360,000; in the data active = activation above about 7.5%;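 also: 0% = vehicle and 100% = reference activator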
# Rin1-Abl PPI inh = blocks binding of human Rin1 to Abl | TR-FRET Rin1/Abl binding, biochemical | inhibition, % at 7.35 µM | P00519+Q13671 | hit rate 0.4% among 360,000; in the data active = inhibition above about 5%, passing the limit was not always enough
# E coli Lon inh = inhibits E. coli Lon protease. hit rate 0.42% among 360,000. inhibition, % at 7.94 µM. P0A9M0. purified E. coli Lon protease, fluorescence polarization; in the data active = inhibition above about 13%, passing the limit was not always enough;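 also: 0% = enzyme with probe and DMSO and 100% = no enzyme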
# FAS TE block = FAS thioesterase (human) inhibition. inhibition, % at 15 µM. hit rate 0.67% among 360,000. P49327. recombinant FAS-TE, OMFH fluorogenic substrate, fluorescence endpoint;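 active = compounds whose normalised, plate-corrected inhibition of enzyme fluorescence in the single-dose primary screen is 50% or more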;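 also: 0% = DMSO with enzyme and 100% = substrate without enzyme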
# An asterisk follows results filed as active; i = inactive; · = not tested or not shown. This is a random part of the collection; any-hit rate near 4.2%.
cpd	SMILES	SKN-1 block	CendR NRP1 mod	Neddyl block	MsrA inhibitor	MT1-MMP act inh	MsrA act	Rin1-Abl PPI inh	E coli Lon inh	FAS TE block
1	COc1ccc(-n2nc([N+](=O)[O-])c(=NCc3ccco3)n2O)cc1	20	2	i	-0.9	-7	-1	-2	-9	-9
2	O=S(=O)(NCCc1ccccc1)c1ccccc1	-3	0	i	-0.9	-4	-6	4	-6	-2
3	CC(=O)NCc1ccc(C(=O)COC(=O)COc2ccccc2)s1	10	3	i	-0.1	10	0	1	1	1
4	CCn1c(Cc2cccs2)nnc1SCC(=O)c1ccc(C)cc1	5	-2	i	2.0	4	3	6	-8	1
5	CCn1c2nc(SCCN3CCOCC3)nnc2c2cc(C)cc(C)c21	7	10	i	0.9	-1	-3	-3	-9	2
6	CCOC(=O)c1c(CN(C)C)n(-c2ccccc2)c2cc(Br)c(O)cc12	-15	-4	i	0.4	-1	-2	1	9	1
7	CSc1sc(C)cc1C1C(C#N)=C(N)N(c2cccnc2)C2=C1C(=O)CC(C)(C)C2 (configuration not stated)	9	-5	i	0.8	0	-1	0	-6	-6
8	O=[N+]([O-])c1cccc(S(=O)(=O)Nc2nc3ccccc3nc2Nc2cccc(S(=O)(=O)N3CCCCC3)c2)c1	-2	-14	i	-1.2	-30	-5	1	0	82*
9	Cc1nc2cc(NS(=O)(=O)c3c(C)c(C)cc(C)c3C)ccc2s1	-3	-2	i	-0.6	-3	-2	0	0	13
10	Cn1cnc(S(=O)(=O)N2CCN(C(c3ccccc3)c3ccccc3)CC2)c1	2	17	i	0.1	·	-12	3	0	-4
11	COCCCNC(=O)Cn1cc(C(=O)c2cccs2)c2ccccc21	-10	17	i	4.4	6	-2	5	-1	-3
12	O=C(Nc1ccc(F)cc1)c1ccc2c(=O)n(CC3CCCO3)c(=S)[nH]c2c1 (configuration not stated)	-3	1	i	0.5	1	-1	2	-9	0
13	CCCCn1nnnc1SCC(=O)Nc1cccc(C)n1	-2	5	i	3.0	1	-7	-1	9	-10
14	O=C(O)c1cc(N/N=C/c2cccnc2)ccc1Cl	-22	-17	i	-0.5	-1	-5	-1	-8	-8
15	O=C(NC1(C(F)(F)F)NC(=O)N(Cc2cccnc2)C1=O)c1ccc(F)cc1 (configuration not stated)	-6	8	i	-0.1	4	-3	-4	-3	-2
16	COc1ccc(NC(=O)CN2C(=O)COc3ccccc32)cc1OC	9	3	i	0.0	-1	0	1	-9	-2
17	O=C(NCCc1c[nH]c2ccccc12)C(=O)NCC1OCCCN1S(=O)(=O)c1ccc(F)cc1 (configuration not stated)	2	-4	i	1.8	2	-3	-2	3	0
18	O=C(CSc1nc2cc([N+](=O)[O-])ccc2n1-c1ccc(F)cc1)NC1CCS(=O)(=O)C1 (configuration not stated)	14	0	i	3.7	-4	-6	1	0	33
19	O=S(=O)(CC(c1ccccc1)N1CCCCC1)c1ccc(Cl)cc1 (configuration not stated)	17	10	i	-0.8	-1	-3	-1	-3	12
20	N#CCCCSc1nnc(CSc2nc3ccccc3s2)n1-c1ccccc1	-15	-6	i	0.9	-3	5	-1	11	6
21	CC1CCCCC12NC(=O)N(CC(=O)OCC(=O)c1ccc(OC(F)F)cc1OC(F)F)C2=O (configuration not stated)	1	1	i	1.6	-2	-5	1	1	7
22	CCOC(=O)c1[nH]c(C)c(C(=O)OC(C)C(=O)Nc2ncc(Cl)cc2Cl)c1C (configuration not stated)	1	4	i	-0.1	6	-6	-2	-6	-3
23	COc1ccc(NC(=S)N2CCC(Cc3ccccc3)CC2)cc1OC	-6	-10	i	-0.6	-5	-2	-2	5	5
24	Cc1ccc(-c2cn3nc(-c4ccccc4)c(-c4ccccc4)nc3n2)cc1	-5	33	i	0.9	-57	-8	-2	-61	-7
25	Cc1nn(-c2ccccc2)c2c1C(c1ccc(F)cc1)C(C#N)=C(N)O2 (configuration not stated)	2	6	i	-1.0	1	-8	-5	-2	-6
26	CCOc1ccc(CNc2ccc3c(c2)nc(C)n3C)cc1	27	10	i	2.3	7	-4	5	13	-1
27	CCS(=O)(=O)c1ccc2oc(SCC(=O)c3c(N)n(C4CC4)c(=O)[nH]c3=O)nc2c1	3	5	i	0.5	8	2	3	-11	-4
28	CN(C)S(=O)(=O)c1ccc(-n2cccc2)cc1	12	-8	i	0.1	-1	-5	-3	-9	-8
29	COc1ccccc1/C=N/NC(=O)c1[nH]c(C)c(C(=O)N/N=C/c2ccccc2OC)c1C	-6	-1	i	2.2	3	-10	-2	-13	17
30	O=C(CCNC(=O)c1ccccc1Cl)Nc1ccc(Cl)c(C(F)(F)F)c1	6	5	i	-0.6	1	-1	1	-1	34

# An excerpt from above with just CendR NRP1 mod, FAS TE block and Neddyl block:
item | SMILES | CendR NRP1 mod | FAS TE block | Neddyl block
25 | Cc1nn(-c2ccccc2)c2c1C(c1ccc(F)cc1)C(C#N)=C(N)O2 (configuration not stated) | 6 | -6 | i
29 | COc1ccccc1/C=N/NC(=O)c1[nH]c(C)c(C(=O)N/N=C/c2ccccc2OC)c1C | -1 | 17 | i
28 | CN(C)S(=O)(=O)c1ccc(-n2cccc2)cc1 | -8 | -8 | i
22 | CCOC(=O)c1[nH]c(C)c(C(=O)OC(C)C(=O)Nc2ncc(Cl)cc2Cl)c1C (configuration not stated) | 4 | -3 | i
23 | COc1ccc(NC(=S)N2CCC(Cc3ccccc3)CC2)cc1OC | -10 | 5 | i
27 | CCS(=O)(=O)c1ccc2oc(SCC(=O)c3c(N)n(C4CC4)c(=O)[nH]c3=O)nc2c1 | 5 | -4 | i
21 | CC1CCCCC12NC(=O)N(CC(=O)OCC(=O)c1ccc(OC(F)F)cc1OC(F)F)C2=O (configuration not stated) | 1 | 7 | i

# The main list resumes; the 2 compounds before the break are reprinted first.
cpd	SMILES	SKN-1 block	CendR NRP1 mod	Neddyl block	MsrA inhibitor	MT1-MMP act inh	MsrA act	Rin1-Abl PPI inh	E coli Lon inh	FAS TE block
29	COc1ccccc1/C=N/NC(=O)c1[nH]c(C)c(C(=O)N/N=C/c2ccccc2OC)c1C	-6	-1	i	2.2	3	-10	-2	-13	17
30	O=C(CCNC(=O)c1ccccc1Cl)Nc1ccc(Cl)c(C(F)(F)F)c1	6	5	i	-0.6	1	-1	1	-1	34
31	CC(C)CC(=O)Nc1nnn(C)n1	-10	-5	i	-0.4	-4	2	-1	-3	-9
32	COC(=O)C1CCN(c2cc(=O)n(-c3ccc(OC)cc3)c(=O)[nH]2)CC1	-9	-6	i	1.8	1	1	0	-21	-7
33	COc1ccc(Nc2nc3cc(C)ccc3cc2C#N)c(OC)c1	1	3	i	0.1	-14	-1	-3	-11	-6
34	CC(C)N1CCN(Cc2cc3ccccc3[nH]2)CC1CCO (configuration not stated)	9	3	i	2.0	-3	-3	2	-1	-3
35	CC(C)[C@H](NC(=O)OCc1ccccc1)C(=O)OCc1cc(=O)oc2cc(O)ccc12	-3	14	·	2.4	-3	-4	1	0	5
36	c1ccc2sc(Nc3nc4cc5c(cc4s3)OCO5)nc2c1	3	5	·	3.6	-2	-3	-2	12	5
37	NC(=O)c1nsc(C(=O)N(CC(=O)NC2CCCCC2)Cc2ccc(F)cc2)c1N	10	3	i	2.0	-1	-1	2	-5	-2
38	COc1cc2ccccc2cc1C(=O)N/N=C/c1ccc2c(c1)OCO2	18	1	i	2.9	-2	-4	-3	-7	15
39	Cc1onc(-c2ccccc2)c1CNC(=O)Nc1cccc(Cl)c1	12	8	i	0.6	2	1	1	-13	21
40	CC1=C(C(=O)N(C)C)C(c2ccccc2OC(F)F)NC(=O)N1 (configuration not stated)	11	8	i	0.1	-5	-8	4	-2	-6
41	O=C(c1ccco1)N1CCN(c2ccc([N+](=O)[O-])c(N3CCOCC3)c2)CC1	8	-5	i	0.2	4	-7	-3	5	-3
42	COc1ccccc1CNC(=O)CN(C)CC(=O)Nc1ccc(F)c(F)c1F	-7	7	i	-0.9	-1	-4	3	-3	1
43	O=C(c1ccc(F)cc1)N(NC(=O)C(O)(c1ccccc1)c1ccccc1)c1ccccc1	7	-2	i	1.5	2	-2	-2	5	0
44	NC(=O)c1cccc(Nc2nc(C(N)CCc3ccccc3)cs2)n1 (configuration not stated)	11	-6	i	-1.0	-6	0	-4	-6	0
45	Cc1ccc(S(=O)(=O)NC2(C(F)(F)F)C(=O)Nc3c2c(=O)[nH]c(=O)n3-c2ccccc2)cc1 (configuration not stated)	2	9	i	0.4	-1	1	0	1	-9
46	CCOc1ccc(S(=O)(=O)N(C)c2ccc(OCC(=O)Nc3ccc4[nH]c(=O)[nH]c4c3)cc2)cc1	12	3	i	0.2	10	2	1	-3	6
47	CCCCNC(=O)C1(C)CCN1C(=O)c1ccc(OC)c(F)c1 (configuration not stated)	9	-11	i	-0.2	1	0	-1	16*	-1
48	CCc1cc(C(=O)OCC(=O)N2CCC(c3ccccc3)=N2)sc1C	6	5	i	-1.3	2	0	0	5	25
49	COc1ccc(COC(=O)N/C=C/c2ccco2)cc1	4	-66	i	1.5	-9	-3	1	-22	-1
50	O=C(CCNC(=O)c1ccc(Cl)cc1)Nc1cccc(S(=O)(=O)N2CCCCCC2)c1	-9	-9	i	-1.1	-4	-2	5	0	15
51	O=[N+]([O-])c1ccc(NCCCNS(=O)(=O)c2ccccc2)cc1	19	-2	i	-0.1	-6	-2	2	2	6
52	CCC1CCCCN1CCCNC(=O)CSc1nc2nc(C)c(Cc3ccc(C)cc3)c(C)n2n1 (configuration not stated)	20	-4	i	0.3	-2	1	2	-14	-4
53	COc1cccc(Nc2nc3ccc(C(=O)c4ccccc4)cc3n3cnnc23)c1	-9	-45	i	-0.6	-4	-4	-5	-17	6
54	CCc1cc(-c2[nH]ncc2-c2ccc([N+](=O)[O-])cc2)c(O)cc1OC	-2	0	i	·	4	-3	4	-3	-28
55	CC[C@H](NC(=O)CC[C@H]1O[C@@H](n2cnc3c(NC(=O)c4ccccc4)ncnc32)[C@H](O)[C@@H]1O)c1ccccc1	-6	13	i	-0.3	2	1	-4	-1	-5
56	Cc1c(C)c2c(OCC(=O)N3CCC(C(=O)O)CC3)cc3c(c2oc1=O)CCC(C)(C)O3	8	2	·	·	15	-4	-5	-4	-4
57	CCc1cc2c(=O)c(-c3cscn3)coc2c(CN(C)C)c1O	-22	-6	·	3.5	-1	-2	1	-8	0
